# Calpain2 inh – inhibitors of pig calpain II, primary screen, biochemical, fluorogenic peptide substrate, 1536-well. purified calpain II, 30 min. inhibition, % at 16 µM. actives 0.37% (n = 220,000). AID 1236, 2008;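 active means inhibition above about 50%, limit read from the data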
# Furin inhibitor – human furin inhibitors, primary screen, biochemical, fluorescence intensity | inhibition, % at 30 µM | purified furin, fluorogenic substrate cleavage | AID 463115, 2010 | actives 0.061% (n = 220,000) | P09958; in the data active means inhibition above about 25%; further: inactives centre near -15
# p97 ATPase inh – inhibitors of human p97 ATPase, primary screen, biochemical. Transitional endoplasmic reticulum ATPase (Homo sapiens), P55072. recombinant p97 ATPase, Kinase-Glo ATP luminescence, 3 h. inhibition, % at 8 µM. actives 0.42% (n = 220,000). AID 1481, 2009; in the data active means inhibition above about 15%;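 further: 0% = DMSO vehicle and 100% = wells lacking enzyme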
# TbHK1 inh – Trypanosoma brucei hexokinase 1 inhibitors, primary screen, biochemical, G6PDH-coupled NADH absorbance, MLSCN library; recombinant TbHK1, G6PDH-coupled NADH A340; inhibition, % at 10 µM; actives 0.11% (n = 220,000); AID 1430, 2008;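 active means inhibition of 50% or more in the single-dose primary screen; inactive means inhibition below 50%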
# Runt-CBFb FRET – inhibitors of RUNX1 Runt–CBFb binding, primary screen, biochemical, FRET, Cerulean-Runt, Venus-CBFb, uHTS | inhibition, % at 20 µM | Cerulean-Runt/Venus-CBFb FRET ratio 530/480, 1 h | actives 0.46% (n = 220,000) | Runt-related transcription factor 1 (Homo sapiens) + Core-binding factor subunit beta …;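 active means inhibition over about 50% at 20 µM in the single-dose screen, limit read from the data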;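 further: 0% = DMSO wells and 100% = excess unlabeled CBFb competitor control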
# Target sequence (Q01196 whole entry, looked up): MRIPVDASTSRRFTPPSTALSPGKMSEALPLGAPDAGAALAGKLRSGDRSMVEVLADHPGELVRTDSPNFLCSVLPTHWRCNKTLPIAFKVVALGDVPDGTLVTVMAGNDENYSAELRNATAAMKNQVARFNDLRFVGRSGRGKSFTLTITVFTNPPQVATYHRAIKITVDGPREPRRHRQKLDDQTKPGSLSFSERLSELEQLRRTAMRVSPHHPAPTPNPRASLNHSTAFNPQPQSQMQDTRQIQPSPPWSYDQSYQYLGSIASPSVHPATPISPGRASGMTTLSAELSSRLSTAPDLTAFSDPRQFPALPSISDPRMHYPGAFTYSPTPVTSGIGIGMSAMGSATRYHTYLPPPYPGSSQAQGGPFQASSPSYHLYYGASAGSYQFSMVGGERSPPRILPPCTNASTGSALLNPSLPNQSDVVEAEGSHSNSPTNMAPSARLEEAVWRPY
# Target sequence (Q13951 whole entry, looked up): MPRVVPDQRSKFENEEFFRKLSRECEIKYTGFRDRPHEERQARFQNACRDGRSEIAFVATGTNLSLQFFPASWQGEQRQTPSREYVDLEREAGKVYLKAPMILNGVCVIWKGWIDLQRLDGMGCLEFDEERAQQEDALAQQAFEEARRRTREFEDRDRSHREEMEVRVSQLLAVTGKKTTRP
#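 test system = Cerulean-tagged RUNX1 Runt domain (FRET donor) fusion protein | reagent = Venus-CBFb binding partner, 100 nM | incubation = protein complex preformed 1 h, compound exposure 1 h, room temperature, dark | detection = FRET fluorescence | read-out basis = loss of energy transfer signal | controls = 5 µM unlabeled CBFb as full-inhibition high control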
# EBV gp42 block – Epstein-Barr virus gp42 inhibitors, primary screen, biochemical, uHTS, fluorescence polarization; AID 1085, 2008; inhibition, % (tested at 21.74 µM); Fluorescence polarization binding assay, mP read-out; actives 0.42% (n = 220,000); in the data active means inhibition above about 50%
# Target sequence (Q1HVG2 whole entry, looked up): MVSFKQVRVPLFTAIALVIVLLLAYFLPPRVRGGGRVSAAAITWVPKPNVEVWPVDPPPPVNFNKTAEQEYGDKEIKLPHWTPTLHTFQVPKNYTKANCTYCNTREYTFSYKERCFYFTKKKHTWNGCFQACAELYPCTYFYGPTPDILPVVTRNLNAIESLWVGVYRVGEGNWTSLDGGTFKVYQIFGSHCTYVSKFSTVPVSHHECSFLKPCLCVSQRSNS
# RBBP9 inh – human RBBP9 inhibitors, primary screen, biochemical, fluorescence polarization, FP-Rh probe, HTS; recombinant RBBP9; actives 0.2% (n = 220,000); inhibition, % at 7.94 µM;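 active means inhibition above the campaign mean of all tested compounds plus 3 SD, cut at about 14% in these data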;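 further: plate controls were DMSO wells with RBBP9 for no effect and wells lacking RBBP9 protein for full effect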
# Target sequence (O75884 whole entry, looked up): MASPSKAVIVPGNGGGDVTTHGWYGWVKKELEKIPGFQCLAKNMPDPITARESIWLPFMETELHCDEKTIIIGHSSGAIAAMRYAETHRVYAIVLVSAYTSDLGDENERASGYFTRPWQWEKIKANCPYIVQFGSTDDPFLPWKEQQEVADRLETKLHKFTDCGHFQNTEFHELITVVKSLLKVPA
#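 Material: RBBP9 protein. Amount: RBBP9 at 2.5 µM in dispensed solution, before mixing. Schedule: 30 min then 45 min, 25 °C. Medium: Tris buffer pH 8.0, NaCl, Pluronic. Measured by: fluorescence polarization. Measure: percent inhibition from mP, scaled between DMSO and no-protein wells. Replication: one well per compound.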
# Runt-SMMHC FRET – inhibitors of RUNX1 Runt–CBFb-SMMHC binding, primary screen, biochemical, FRET, Cerulean-Runt, Venus-CBFb-SMMHC, uHTS; Runt-related transcription factor 1 (Homo sapiens) + Core-binding factor subunit beta …; Cerulean-Runt/Venus-CBFb-SMMHC FRET ratio 530/480, 1 h; inhibition, % at 20 µM; actives 0.74% (n = 220,000); AID 1434, 2008;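 active means mean inhibition across duplicate retests at 20 µM reaching about 50%, limit read from the data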;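 further: 0% = DMSO wells and 100% = wells with excess untagged CBFb-SMMHC; inhibitors lower the FRET ratio by blocking Runt binding to CBFb-SMMHC; some results filed as inactive read as strong as hits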
# p47phox inh – p47phox/p22phox peptide binding inhibitors, primary screen, biochemical, uHTS, NADPH oxidase regulatory subunit; Neutrophil cytosol factor 1 (Homo sapiens), P14598; fluorescence polarization, 2 h; inhibition, % at 24.7 µM; actives 0.53% (n = 220,000); AID 1274, 2008;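 active means inhibition above about 30%, limit read from the data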;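 further: 0% = p47phox with labelled peptide and 100% = labelled peptide alone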
# * = called active by the depositor; i = inactive; . = not tested or not shown; & = joins results of further samples; [ ] = another dose, or the depositor's remark. An excerpt. The share of hits here may be higher or lower than overall.
SMILES,Calpain2 inh,Furin inhibitor,p97 ATPase inh,TbHK1 inh,Runt-CBFb FRET,EBV gp42 block,RBBP9 inh,Runt-SMMHC FRET,p47phox inh
CN1C(=O)COc2c(C(=O)NC3CN4CCC3CC4)cc(Cl)cc21 (centres undefined),-7,.,6,.,0,-20,-2,-3,-4
Cc1ccsc1C(=O)C1CCCN(Cc2cnc(N3CCCC3)s2)C1 (centres undefined),1,-11,-4,-11,-1,9,-5,-1,-16
O=C1NC(=O)N(c2ccc(F)cc2)C(=O)/C1=C/c1ccsc1,19,-4,3,-9,8,-6,2,11,4
COc1ccc(C(O)c2ccccc2OP(=O)(N(C)C)N(C)C)cc1 (centres undefined),-3,3,1,29,-1,-26,-1,4,-1
COc1cc(/C=C/C(=O)c2c(O)n(CCc3ccccc3)c(=O)[nH]c2=O)ccc1O,-68,2,11,-41,-23,-46,-4,-62,-74
O=C1/C(=C\c2cc3c(cc2Cl)OCO3)N2CCC1CC2,-9,-6,4,21,8,9,-4,-13,-11
CC(C)OCCCNC(=O)c1c(N)n(Cc2cccs2)c2nc3ccccc3nc12,-353,-28,-1,-16,16,-5,-3,81*,-10
CC12CN3CN(C1)CC(C)(C3)C2=NO,-7,4,4,-1,0,-15,-2,-2,-15
C=CCN1CC[C@]23c4c5ccc(O)c4O[C@H]2C(=O)CC[C@@]3(O)[C@H]1C5,-26,-30,10,-6,6,-20,0,4,1
C[C@H]1C[C@@H](C)C(=O)[C@@H]([C@H](O)CC2CC(=O)NC(=O)C2)C1,20,-9,-4,-7,0,-17,-8,-1,4
O=C1OC(c2ccc([N+](=O)[O-])cc2)=N/C1=C/N1CC2CC(C1)c1cccc(=O)n1C2 (centres undefined),-1,-7,4,-35,-15,-11,6,-42,-57
Cc1cccc(C)c1OC(=O)Cc1ccccc1,18,-10,-1,-1,-1,-7,-2,1,-3
CC(=O)c1cccc(NC2=NCC(C)S2)c1 (centres undefined),-20,-22,6,-11,1,-18,-6,-1,-9
CCNCC1(c2ccc(OC)c(OC)c2)CCCC1,8,-16,3,1,12,-18,0,24,-2
O=C(Cc1ccccc1)N1CCN(CC2CC=CCC2)CC1 (centres undefined),1,-28[20 µM],0,7,0,4,-4,-1,-5
COC(=O)C(O)(c1ccc(NC(=O)c2ccco2)c(OC)c1)C(F)(F)F (centres undefined),5,-11[20 µM],3,-1,-2,-11,-8,0,-8
Cc1ccc2c(CN3CC=C(c4ccccc4)CC3)cc(=O)oc2c1C,-5,-20,3,-9,-2,-34,-8,-5,-32
O=c1oc2ccccc2c(O)c1C(c1ccccn1)c1c(O)c2ccccc2oc1=O,9,-11,5,-13,-2,-11,-2,-9,-11
CN(C)c1ccc(/C=C2/C(=N\O)C3CCN2CC3)cc1,-8,-10,10,-41,1,-1,2,29,-10
O=C1C2C3CCC(O3)C2C(=O)N1CCO (centres undefined),3,-10,5,-14,2,-21,11,0,-18
C=CCn1c(O)c(C(C)=NCCN2CCOCC2)c(=O)[nH]c1=O,-37,-5,6,1,0,-3,0,-2,-13
O=C1/C(=C/c2cc3c(cc2Cl)OCO3)N2CCC1CC2,-1,-10,4,17,5,-16,-6,-14,-7
CSc1ncc(CN2CCCC(C(=O)c3ccccc3SC)C2)cn1 (centres undefined),-6,-18,-2,-3,1,5,-5,2,8
CCCCOCCCN1C(C)=CC(=C2C(=O)NC(=S)NC2=O)C=C1C,-20,-13,0,-17,1,-8,-3,7,-12

# Given with two lines to a compound: part of the list above.
# Each structure is followed by: Calpain2 inh	Furin inhibitor	p97 ATPase inh	TbHK1 inh	Runt-CBFb FRET	EBV gp42 block	RBBP9 inh	Runt-SMMHC FRET	p47phox inh
- CCCCOCCCN1C(C)=CC(=C2C(=O)NC(=S)NC2=O)C=C1C
    -20	-13	0	-17	1	-8	-3	7	-12
- CC(=O)c1cccc(NC2=NCC(C)S2)c1 (centres undefined)
    -20	-22	6	-11	1	-18	-6	-1	-9
- O=C(Cc1ccccc1)N1CCN(CC2CC=CCC2)CC1 (centres undefined)
    1	-28[20 µM]	0	7	0	4	-4	-1	-5

# (next part)
SMILES,Calpain2 inh,Furin inhibitor,p97 ATPase inh,TbHK1 inh,Runt-CBFb FRET,EBV gp42 block,RBBP9 inh,Runt-SMMHC FRET,p47phox inh
COc1cccc(-n2c(CN3CCN(C)CC3)nc3ccc([N+](=O)[O-])cc3c2=O)c1,15,5,1,-17,0,-12,-4,1,6
CCOC(=O)C(NC(C)=O)C(OC(C)=O)c1cccc(N(CCCl)CCCl)c1 (centres undefined),-8,-6[20 µM],0,-3,-1,-19,-1,-1,-20
CCCC(=O)N(C)C1=Nc2ccc(Cl)cc2C(c2ccccc2)=[N+]([O-])C1,-17,-23,-1,-21,-2,-3,0,-1,-12
O=C(O)c1cn(Cc2ccccc2)nc1-c1ccccc1,26,-9,-10,6,0,-6,-4,1,-5
Cc1ccc(-n2c(O)c(C=Nc3ccc(S(=O)(=O)N(C)C)cc3)c(=O)[nH]c2=O)cc1,-36,-5[20 µM],5,-9,-4,-12,-8,-73,-5
CCOP(=O)(OCC)C(C)(C)NC(=O)C(Cl)(Cl)Cl,10,-21[20 µM],1,-1,0,-11,-1,0,0
O=c1c2ccccc2nc(-c2ccco2)n1-c1ccc(Br)cc1,-6,-30,3,-14,0,-16,-9,-2,-9
CCOC(=O)c1ccc(N=Cc2c(O)n(-c3ccccc3F)c(=S)[nH]c2=O)cc1,5,-7,8,19,6,-20,-3,4,-152
COc1ccc(/C=N\N=C(N)N)cc1,-24,-1,2,-2,1,7,-11,1,5
O=c1c2ccccc2nc(-c2ccccc2)n1-c1nccs1,1,-23,-3,-13,0,-4,-5,3,-6
CP(=O)(O)CN1CCCCC1,-8,-26,1,-5,1,-3,4,-1,.
CC1CC(OP(O)(=S)c2ccc(N(C)C)cc2NC(=O)c2cccs2)CC(C)(C)C1 (centres undefined),3,-11,4,7,8,-3,-4,2,-18
O=C(c1cccc(C(F)(F)F)c1)C1CCCN(Cc2ncc[nH]2)C1 (centres undefined),-36,-36,1,1,-2,2,-12,4,-2
Fc1ccc(Cn2nnnc2CN2CCC(n3nnc4cc(C(F)(F)F)ccc43)CC2)cc1,28,-11,-7,5,-4,-9,10,-2,-15
CN(C)/C=C1/C(=O)NC(=O)N(CCNc2ncc(C(F)(F)F)cc2Cl)C1=O,2,-19,2,-4,-10,-15,1,1,-23
CCOC(=O)CC(NC(=O)C(Cc1ccc(N(CCCl)CCCl)cc1)NC(C)=O)C(=O)OCC (centres undefined),-11,-17,1,-7,.,-6,-5,.,-2
COc1ccc(-c2cc(=NCCCCCC(=O)O)c3cc(C)ccc3o2)cc1,i,-330,6,-45,8,-5,-1,20,-10
COc1ccccc1OCC#CCN1CCCCCC1,-30,-20,-1,2,2,5,0,3,-4
NC(N)=N/N=C/c1ccc(N2CCOCC2)cc1,-123,-19,4,-26,-1,-9,3,0,-5
O=c1c2ccccc2nc(CSc2ncnc3nc[nH]c23)n1-c1ccccc1,-21,-16[20 µM],1,1,0,-3,-7,4,-6
CN1/C(=C\C=Nc2ccccc2)C(C)(C)c2ccccc21,6,-7[20 µM],4,-6,9,-10,-9,38,-145
c1ccc(P(c2ccccc2)c2ccccn2)cc1,-29,-16,5,-10,2,-6,6,2,-6
CCN(CC)CCCN=C(C)c1c(O)n(-c2ccccc2)c(=O)[nH]c1=O,-41,-21,7,-1,-2,-8,4,-1,-8
CN1CCc2c([nH]c3ccccc23)C1,23,-17,-2,1,-4,-6,-4,-7,0
COc1cc(C)cc(CN2CC=C(c3ccccc3)CC2)c1O,-18,-24,-1,1,12,-3,-3,8,-5
CN(C(=O)c1ccco1)C1(c2ccccc2Cl)CCCCC1=O (centres undefined),-14,-11,-6,-8,-1,-3,-3,1,-2
CC1CCC[C@H](O)CCCCCc2cc(O)cc(O)c2C(=O)O1 (some centres undefined),4&9,-7,17*,-1,-2&0,-4&-4,-5&-7,0&4,-10&-8
COC(=O)C(C)Oc1cc(C)cc2oc(=O)c3c(c12)CCC3 (centres undefined),i,-33,-5,0,-4,-18,-4,1,-4
CCOC(=O)c1cn2nc(OP(=S)(OCC)OCC)cc2nc1C,-6,-23,-10,2,-2,-5,-3,2,-12
O=c1cccc2n1CC1CC2CN(S(=O)(=O)c2ccccc2)C1 (centres undefined),0,-2[20 µM],8,-2,0,-17,-8,-2,-2
COC(=O)c1c(C)[nH]c(C(=O)C(C)[N+]23CCN(CC2)CC3)c1C (centres undefined),6,-7,1,-8,2,-12,-3,1,-4
CN1C(=O)C(=Cc2cc([N+](=O)[O-])ccc2N2CCCCC2)C(=O)N(C)C1=O,-21,-16,0,3,.,0,3,-2,9
NCCc1ccc(S(N)(=O)=O)cc1,14,-22,-2,3,0,-7,-2,2,7
Cc1nn(Cc2ccccc2)c(Cl)c1C(=O)OC(C)C(=O)Nc1ccc(F)cc1Cl (centres undefined),-1,-21,3,-4,-2,-11,4,6,-7
CC(C)CCn1c(=O)c(C(=O)NCc2ccco2)c(O)c2ccccc21,-29,-9,-4,-14,3,1,-6,2,-5
O=P(Nc1ccccc1)(Nc1ccccc1)Oc1ccc(Cl)cc1,2,-11[20 µM],4,2,0,3,-3,3,-15
CC(C(=O)Nc1ccc(Cl)cc1Cl)N1CC=C(c2ccccc2)CC1 (centres undefined),-25,-23,0,-2,-7,-16,-2,-9,-14
CCN(CC)S(=O)(=O)N1CCC(C(=O)N2CCC3(CC2)OCCO3)CC1,-25,-14,-5,-6,-1,4,1,0,-6
CS(=O)(=O)NNP(=O)(NNS(C)(=O)=O)NC(=O)c1ccc(Br)cc1,2,-22,3,4,2,-9,5,1,-2
Fc1ccc2c(c1)nnn2C1CCN(Cc2nnnn2CCc2ccccc2)CC1,-4,-16,-4,-4,-3,-22,-2,-20,-4
CCCCCn1c(=O)c(C(=O)Nc2nc(CC(=O)OCC)cs2)c(O)c2ccccc21,-162,-13,0,-26,-5,2,-7,-4,-4
O=c1[nH]c(=S)[nH]c(O)c1N=Nc1ccc(S(=O)(=O)N2CCc3ccccc32)cc1,1,-10,0,19,-9,-22,-9,-17,-14
O=C(c1cc(-c2ccccc2)nc2ccccc12)N1CCC2(CC1)OCCO2,-2,-23,-2,-8,37,-16,-14,1,-15
CN(CCc1ccccc1)Cc1ccccc1[N+](=O)[O-],-4,-19[20 µM],2,5,7,-13,-8,4,-20
COC(=O)C1=Nc2ccccc2/C1=C\c1c(O)n(C)c(=O)n(C)c1=O,-21,-8,9,-31,2,-28,-6,1,-30

# Limited to p47phox inh and EBV gp42 block, for two of the compounds above:
Molecule,p47phox inh,EBV gp42 block
O=c1c2ccccc2nc(-c2ccco2)n1-c1ccc(Br)cc1,-9,-16
c1ccc(P(c2ccccc2)c2ccccn2)cc1,-6,-6

# Screening results as filed in PubChem.
